# Bioassay records from PubChem BioAssay.
# RMI-FANCM inh – inhibitors of human RMI core complex binding to FANCM MM2; Fluorescence polarization, RMI core complex with F-MM2 peptide; stronger effect = lower value; FP signal (polarization) at 33 µM; 70,000 tested, 0.58% active; in the data active = FP signal below about 40; note: inactives centre near 61; strong numbers were not always called active; unit not given here
# Active calls of the source: *; & = joins results of further samples.
RMI-FANCM inh	SMILES
45	O=C(O[C@@H]1Cc2c(O)cc(O)cc2O[C@@H]1c1cc(O)c(O)c(O)c1-c1c([C@H]2Oc3cc(O)cc(O)c3C[C@H]2OC(=O)c2cc(O)c(O)c(O)c2)cc(O)c(O)c1O)c1cc(O)c(O)c(O)c1
114	Cc1ccc2[nH]c3c(=O)n(CC(=O)N4CCN(c5cccc(C(F)(F)F)c5)CC4)cnc3c2c1
53	COc1cc(C(=O)NCc2ccc(OCCN(C)C)cc2)cc(OC)c1OC
75	COc1cccc(S(=O)(=O)NCc2ccc(C(=O)N3CCN(Cc4ccccc4)CC3)cc2)c1
60	Cc1ccc2snc(C(N)=O)c2c1
89	Cc1cc(NC(=O)C(=O)NCCC2=CCCCC2)c2ccccc2n1
59	CC(=O)OC(COS(C)(=O)=O)C1OC2OC(C)(C)OC2C1OC(C)=O (stereo unspecified)
45	Cc1nn(-c2ccccc2)nc1CNS(=O)(=O)c1ccc(-c2ccno2)s1
52	Cn1nc(C2CC2)cc1NC(=O)CN1C(=O)c2ccccc2C1=O
53	CCCNC(=O)NC(=O)c1cnccc1C(F)(F)F
60	O=C(CCc1ccccc1)NC(=S)N1CCOCC1
70	Cc1cc(NC(=O)c2ccc(F)cc2)on1

# 2 compounds drawn at random from the list so far, as already listed:
RMI-FANCM inh	SMILES
45	O=C(O[C@@H]1Cc2c(O)cc(O)cc2O[C@@H]1c1cc(O)c(O)c(O)c1-c1c([C@H]2Oc3cc(O)cc(O)c3C[C@H]2OC(=O)c2cc(O)c(O)c(O)c2)cc(O)c(O)c1O)c1cc(O)c(O)c(O)c1
75	COc1cccc(S(=O)(=O)NCc2ccc(C(=O)N3CCN(Cc4ccccc4)CC3)cc2)c1

# In another format: results already given.
Cc1ccc2snc(C(N)=O)c2c1
- RMI-FANCM inh = 60
Cc1cc(NC(=O)C(=O)NCCC2=CCCCC2)c2ccccc2n1
- RMI-FANCM inh = 89
CC(=O)OC(COS(C)(=O)=O)C1OC2OC(C)(C)OC2C1OC(C)=O (stereo unspecified)
- RMI-FANCM inh = 59
Cc1nn(-c2ccccc2)nc1CNS(=O)(=O)c1ccc(-c2ccno2)s1
- RMI-FANCM inh = 45

# Going on with the list:
RMI-FANCM inh	SMILES
63	Cc1ccc(S(=O)(=O)N2CCCC(c3nnc(-c4ccc5c(c4)OCO5)o3)C2)c(C)c1 (stereo unspecified)
57	O=c1[nH]c2c(Cl)cccc2c(=O)o1
70	O=C(CCc1ccccc1)NCc1ccsc1
62	O=C1CSC(c2ccccn2)N1Cc1ccc(F)cc1 (stereo unspecified)
61	Cc1nc(CSc2n[nH]c(=O)n2Cc2ccccc2)cs1
77	NC(=O)c1c(NC(=O)CSc2ncn[nH]2)sc2c1CCC2
59	Nn1c(SCC(=O)Nc2ccccc2C(F)(F)F)nncc1=O
63	CCc1ccc2ncc(C#N)c(Nc3cc(OC)ccc3OC)c2c1
73	COc1ccc(F)cc1S(=O)(=O)Nc1ccc2c(c1)N(C(=O)C(C)C)CCC2
54	CC(C)(C)NNC(=S)Nc1cccc(Cl)c1
59	O=C(COc1ccc(Cl)cc1)NCc1nnc(SCC(=O)Nc2nccs2)o1
67	O=c1c2nc(N3CCOCC3)sc2c(-c2ccco2)nn1Cc1cccc(F)c1

RMI-FANCM inh	SMILES
71	COc1cc(OC)cc(-c2nnc(NC(=O)c3cc(Cl)ccc3[N+](=O)[O-])o2)c1
66	CCOC(=O)N1CCc2nc(NC(=O)CCCS(=O)(=O)c3ccc(F)cc3)sc2C1
55	CC1=NCCCN1C(=O)c1c(-c2c(Cl)cccc2Cl)noc1C
64	O=C(CCc1csc2nc(-c3ccccc3)cn12)NCc1cccs1
63	CC(=O)Nc1ccc2c(c1)C(=O)NCCO2
56	CCOC(=O)C(=O)NCc1n[nH]c(=O)c2ccccc12
51	O=C(NCc1ccc2c(c1)OCO2)C1CCN(c2nccc(C(F)(F)F)n2)CC1
65	CSc1cccc(N2CC(c3nc4ccccc4n3CCN3CCOCC3)CC2=O)c1 (stereo unspecified)
64	Cc1[nH]c(=O)[nH]c(=O)c1CCc1nnc(SCc2nc3ccccc3[nH]2)o1
65&80	Cc1cc(C)cc(NC(=O)C(=O)NCC(c2ccc3c(c2)CCCN3C)N2CCN(C)CC2)c1 (stereo unspecified)
58	N#Cc1ccc(Cl)cc1NC(=O)C(=O)NCC(c1cccc2ccccc12)N1CCCC1 (stereo unspecified)
67	O=C(Cc1ccc(F)cc1)Nc1ccc2c(c1)CN(C(=O)c1ccccc1)CC2

RMI-FANCM inh	SMILES
34*	CC(=O)Oc1cccc2c1C(=O)c1c(OC(C)=O)cc(C(=O)O)cc1C2=O
53	Cc1cccc(NC(=S)NNC(=O)CSCc2cccc3ccccc23)c1
53	O=S(=O)(Nc1nc2c(Cl)cccc2s1)c1ccc(Cl)cc1
52	CC1CC(NC(=O)CN2C(=O)c3ccccc3S2(=O)=O)CC(C)(C)C1 (stereo unspecified)
62	N#CSc1ccc2nc(-c3c(F)cccc3F)oc(=O)c2c1
67	COc1cc(S(=O)(=O)Nc2cccnc2)c(C)cc1Br
57	CCOC(=O)Cn1c2nc3ccccc3nc2c2cccc(C)c21
81	CCc1c(C#N)c(SCCC(=O)Nc2ccc(F)cc2)nc2c1C(=O)CC(C)(C)C2
67	CC(CNC(=O)CC(C)(C)CC1=NS(=O)(=O)c2ccccc2N1)CSc1ccc(Cl)cc1 (stereo unspecified)
58	O=S(=O)(Nc1cc(Sc2cccc3cccnc23)c(O)c2ccccc12)c1ccc(Cl)cc1
60	O=C(O)C1CCCN(c2cnc3ccccc3n2)C1 (stereo unspecified)
58	CC1CN(C(=O)CC2CSc3nc4c(cnn4-c4ccccc4)c(=O)n32)CC(C)O1 (stereo unspecified)

# 3 entries from above, ordered by the value under RMI-FANCM inh, lowest first.
RMI-FANCM inh	SMILES
45	Cc1nn(-c2ccccc2)nc1CNS(=O)(=O)c1ccc(-c2ccno2)s1
53	O=S(=O)(Nc1nc2c(Cl)cccc2s1)c1ccc(Cl)cc1
62	O=C1CSC(c2ccccn2)N1Cc1ccc(F)cc1 (stereo unspecified)

# More compounds
RMI-FANCM inh	SMILES
62	Cc1cc(Cl)ccc1OCCCC(=O)N/N=C\c1cccc([N+](=O)[O-])c1
62	Cc1ccc(C(=O)C(C)Sc2nc3ccccc3o2)cc1 (stereo unspecified)
34	Oc1ccc(Cl)cc1C=Nc1ccc(O)c(-c2nc3ccccc3s2)c1
67	CC(=O)c1sc(NC(=O)C2CCCN(S(C)(=O)=O)C2)nc1-c1ccccc1 (stereo unspecified)
67	CCOc1ccc2nc(NCc3ccccn3)sc2c1
78	O=C(NCCOc1ccc(-c2ccc(F)cc2)nn1)c1ccc(S(=O)(=O)N2CCCCC2)cc1
63	COC(=O)C1=NC=CN2CCS(=O)(=O)N=C12
63	O=C(NC1CC(=O)N(c2ccc3c(c2)OCCO3)C1)N1CCC2(CC1)OCCO2 (stereo unspecified)
61	Cc1ccc(NC(=O)Oc2ccc(F)cc2Cl)cc1Cl
65	Cc1oc(-c2ccc(Cl)cc2)cc1C(=O)NC1CCCCC1
67	CNC(=O)Cn1c(-c2nnco2)cc2ccccc21
56	O=C(N=Nc1c(O)[nH]c2ccc(Br)cc12)c1cc(-c2cccc([N+](=O)[O-])c2)n[nH]1

# Nothing new here: an excerpt of the list.
RMI-FANCM inh	SMILES
67	CCOc1ccc2nc(NCc3ccccn3)sc2c1
78	O=C(NCCOc1ccc(-c2ccc(F)cc2)nn1)c1ccc(S(=O)(=O)N2CCCCC2)cc1
63	COC(=O)C1=NC=CN2CCS(=O)(=O)N=C12

# Following part
RMI-FANCM inh	SMILES
67	Cc1cc(NC(=O)c2ccc(S(=O)(=O)N3CCCCC3)cc2)n(C(C)C)n1
70	COCC(=O)N1CCCc2ccc(NS(=O)(=O)c3ccc(Br)cc3)cc21
61	COCCCN1C(=O)/C(=C/c2ccco2)SC1=NS(=O)(=O)c1ccccc1
58	Cc1ccc(N(CN2CCCC2=O)C(=O)COc2ccc(Cl)cc2Cl)cc1Cl
52	O=C(CCS(=O)(=O)Cc1ccccc1)Nc1ccc(Cl)cc1
66	O=C(Cc1csc(SCc2ccc(Br)cc2)n1)NCc1ccco1
82	O=C(C1COc2ccccc2O1)N1CCN(c2nc3ccc([N+](=O)[O-])cc3s2)CC1 (stereo unspecified)
61	O=C(c1ccco1)N(Cc1cccnc1)c1nc2cc3c(cc2s1)OCCO3
55	O=C(CSc1nnc(NC(=O)Nc2ccc(F)cc2)s1)Nc1ccc(F)cc1F
74	Cc1cc(C)n(CC(O)COc2ccc3c4c(c(=O)oc3c2)CCC4)n1 (stereo unspecified)
68	O=C(Cc1cccs1)NCCOc1ccc2nnc(-c3ccc(F)cc3)n2n1
64	CCS(=O)(=O)c1ccc(-c2nnc(NC(=O)COc3ccccc3F)o2)cc1

RMI-FANCM inh	SMILES
69	COC(=O)c1ccccc1NC(=O)C1OC2OC(C)(C)OC2C2OC(C)(C)OC12 (stereo unspecified)
59	COC(=O)c1ccccc1NC(=O)C12CCC(C)(C(=O)C1Br)C2(C)C (stereo unspecified)
102	Cc1ccc(C)c(S(=O)(=O)N2CCCC2CNC(=O)c2ccc(C(F)(F)F)cc2)c1 (stereo unspecified)
76	O=C(Nc1nc2c(s1)CCCC2)c1ccc(Br)s1
60	COc1ccc(-c2nc(SC)c(S(=O)(=O)c3ccc(C)cc3)[nH]2)cc1
68	CS(=O)(=O)N1CCCCC1C(=O)Nc1ccc(Cl)cc1 (stereo unspecified)
65	COCC(=O)NCC1CN(c2ccc(F)cc2)C(=O)O1 (stereo unspecified)
56	CCOc1ccc(NC(=O)CSc2nc3ccccc3c(=O)n2NC(=O)Cc2ccccc2)cc1
53	O=C(Nc1ccc(Cl)c(N2CCCS2(=O)=O)c1)c1ccco1
62	O=C(Nc1c2c(nn1-c1ccccc1)CS(=O)(=O)C2)C1CC(=O)N(c2ccccc2)C1 (stereo unspecified)
66	COc1cc(Cn2cc(CC(=O)NCC3CCCO3)c3ccccc32)cc(OC)c1 (stereo unspecified)
70	O=C(NCc1ccsc1)c1ccccc1C(F)(F)F

RMI-FANCM inh	SMILES
65	CC(C)N1CC(CO)CC1=O (stereo unspecified)
83	COc1cccc(NC(=O)CSc2ncnc3scc(-c4ccc(C)cc4)c23)c1
55	CC(C)C[C@H](NC(=O)C1OC1C(=O)O)C(=O)NCCCCN=C(N)N (stereo partly specified)
65	O=C(CSc1ccccc1[N+](=O)[O-])Nc1cccc(Br)c1
65	Cc1cc(NC(=O)C(=O)NCC(c2cccn2C)N2CCc3ccccc3C2)no1 (stereo unspecified)
69	CCc1nnc2ccc(N3CCN(C(=O)Nc4ccc(C)c(C)c4)CC3)nn12
60	N#Cc1cc(Cl)ccc1N=C(N)N=C(N)N
65	O=C(c1ccc(Br)o1)N1CCN(Cc2nc(-c3ccco3)cs2)CC1
62	CC(C)Cc1nnc(NC(=O)CN2CCCCCC2)s1
96	CCOc1ccccc1-n1nnc2c(=O)n(Cc3nc(-c4cccc(C(F)(F)F)c4)no3)cnc21
69	COc1cccc(Cn2c(=O)n(Cc3ccc(F)cc3)c(=O)c3nccnc32)c1
66	O=C(COc1ccccc1)NCCc1csc(-c2cccnc2)n1

RMI-FANCM inh	SMILES
58	C=CCn1c(SCc2ccc([N+](=O)[O-])cc2)nnc1-c1sc2cc(OC)ccc2c1Cl
73	Cc1cc(NC(=O)c2ccc(F)c(F)c2)n(-c2nc(-c3cccs3)cs2)n1
128	Cc1c(Cl)cccc1NC(=O)Cn1cnc2c(-c3ccccc3)csc2c1=O
51	CC(C)S(=O)(=O)c1csc(NC(=O)Nc2cc(C(F)(F)F)cc(C(F)(F)F)c2)c1Cl
61	S=C(NCc1ccccc1)NNc1nc(-c2ccccc2)c2cc(Cl)ccc2n1
61	O=C1/C(=C/c2ccncc2)SC(=S)N1Nc1ccccc1
57	CCOc1cc(C(=O)O)ccc1OC
58	CC(Oc1ccccc1)C(=O)N1CCN=C1SCc1ccc([N+](=O)[O-])cc1 (stereo unspecified)
72	O=C(Nc1ncc(Cc2cccc(C(F)(F)F)c2)s1)c1ccccc1Cl
43	COc1ccc(C(=O)c2oc3ccccc3c2NC(=O)c2cccs2)cc1Cl
62	O=C1CN(C(=O)c2ccccc2Br)C(c2ccccc2)c2cc(F)ccc2N1 (stereo unspecified)
61	COc1ccc(C(=O)NCCS(=O)(=O)NCCCOC(C)C)cc1

RMI-FANCM inh	SMILES
54	O=C(CSc1nnnn1-c1ccc(O)cc1)c1ccc2c(c1)OCO2
62	COc1cc(-c2noc(CSc3nc(-c4ccc(F)cc4)cc(=O)[nH]3)n2)cc(OC)c1OC
59	Cc1nc(-c2ccc(C(N)=O)cc2)ncc1-c1nsc(Nc2ccccc2)n1
57	C[N+](C)(C)CC=O
57	COc1cc(OC)c(-c2ccccc2)nn1
62	COc1ccc(CCNC(=O)CSc2nc3c(-c4ccccc4)c[nH]c3c(=O)n2C)cc1OC
68	O=C(Nc1ccc(Br)cc1F)c1cccc2nc3ccccc3nc12
55	Oc1ccc(Br)cc1C=Nc1sc2c(c1-c1nc3ccccc3s1)CCCC2
73	COc1cccc(S(=O)(=O)NCc2ccc(C(=O)O)cc2)c1
58	N#Cc1cc2c(nc1SCc1ccccc1)CCCC2=O
62	Cn1nc(C(=O)Nc2ccc3c(c2)OCCO3)ccc1=O
52	CC(C)/C(=N/OC(=O)c1ccc([N+](=O)[O-])cc1)c1ccccc1

RMI-FANCM inh	SMILES
54	N#CC(=Cc1cccs1)c1ccccn1
54	CN(C)c1nc(-c2ccccc2)ns1
55	O=C(c1ccccc1)c1cc2c(cc1Br)OCCCO2
62	CC1=CCCC(C)(C)C1/C=C(\C)C(=O)/C=C/c1cccs1 (stereo unspecified)
91	Cc1cc(C)c2nc(N(CCCN(C)C)C(=O)c3ccc(S(=O)(=O)N4CC(C)OC(C)C4)cc3)sc2c1 (stereo unspecified)
64	CCOc1ccc(NC(=O)COc2cc(C(C)(C)C)nn2-c2nc(C)cc(C)n2)cc1
61	CC(C)CC(F)Cc1cnc(=O)[nH]c1 (stereo unspecified)
80	CN(C)S(=O)(=O)c1ccc2c(c1)/C(=C\CCN1CCNCC1)c1ccccc1S2
61	CCOc1ccc2ccccc2c1C(=O)Oc1coc(CSc2nc(C)cc(C)n2)cc1=O
56	O=C(CSCc1ccc(Cl)cc1Cl)Nc1ccc2c(c1)OCO2

# Some of the compounds tested; count on the stated rates, not on these rows.
